Pol eta inh – qHTS for Inhibitors of Polymerase Eta; DNA polymerase eta (Homo sapiens), Q9Y253; recombinant Pol eta, fluorescent DNA replication assay; Potency, µM (top dose mostly 114 µM), without a hit: at the top dose activity change, negative = inhibition, usual class: inhibitors; 390,000 compounds, 1.2% hits; AID 588591, 2011; also: potency is read from the fitted curve at half-maximal effect; % is scaled to controls: 0 for no effect and ±100 for the full control effect
Target sequence (Q9Y253 whole entry, looked up): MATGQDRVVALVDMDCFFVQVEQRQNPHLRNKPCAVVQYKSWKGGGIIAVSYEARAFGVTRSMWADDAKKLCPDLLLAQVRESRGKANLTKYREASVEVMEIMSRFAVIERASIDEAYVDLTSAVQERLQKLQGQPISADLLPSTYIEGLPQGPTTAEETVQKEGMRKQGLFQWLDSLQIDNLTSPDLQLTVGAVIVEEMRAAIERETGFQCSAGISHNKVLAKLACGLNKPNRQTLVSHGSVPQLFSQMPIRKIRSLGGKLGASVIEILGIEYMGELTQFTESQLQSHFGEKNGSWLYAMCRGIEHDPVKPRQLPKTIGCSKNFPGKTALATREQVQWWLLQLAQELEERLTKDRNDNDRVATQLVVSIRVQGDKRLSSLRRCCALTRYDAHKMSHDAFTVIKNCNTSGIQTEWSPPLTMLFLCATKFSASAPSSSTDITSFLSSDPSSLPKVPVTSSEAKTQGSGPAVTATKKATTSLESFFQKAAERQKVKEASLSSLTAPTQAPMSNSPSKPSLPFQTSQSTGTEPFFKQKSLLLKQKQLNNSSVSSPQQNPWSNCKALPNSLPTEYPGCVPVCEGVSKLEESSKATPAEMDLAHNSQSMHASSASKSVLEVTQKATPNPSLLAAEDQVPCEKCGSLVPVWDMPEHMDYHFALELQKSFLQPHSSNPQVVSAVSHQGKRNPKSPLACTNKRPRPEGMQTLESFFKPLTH
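Fluorescent replication assay: 50 nM final substrate added after a 15 min room-temperature compound preincubation with 10 nM enzyme. Signal taken at 0 min and again at 10 min.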
LDHA block – qHTS assay for inhibitors of human lactate dehydrogenase. purified LDHA, NADH/diaphorase-resazurin fluorescence; stronger effect = lower value. activity change, % (values are at about 110 or 230 µM). 480,000 compounds, 0.15% hits; in the data active = activity change below about -30%; inconclusive = mostly about -25% to -30%;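 also: plate controls were DMSO wells for no effect and wells without enzyme for full effect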
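Human LDH5 (2 nM) was incubated with 0.06 mM NADH and 0.2 mM pyruvate for 5 min at room temperature in Tris pH 7.4. Remaining NADH was coupled through diaphorase/resazurin, and resorufin fluorescence was read at 0 and 20 min.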
Glioma ERSR ind – qHTS for Inducers of the Endoplasmic Reticulum Stress Response (ERSR) in Human Glioma: qHTS; AID 602332, 2012; 420,000 compounds, 0.02% hits; Potency, µM, for the others: at the top dose activation, actives largely listed as activators; U87-MG GRP78 promoter luciferase reporter, 16 h; also: potency is read from the fitted curve at half-maximal effect; series mostly up to about 76 µM; % of control where 0% means no effect; nearly all actives have a fitted effect of over 35% in size
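Stably transfected U87-MG human glioma cells carrying a GRP78-based luminescent sensor were seeded at 1000 cells/well, pin-dosed with compounds and incubated 16 h. Luciferase reagent was then added, and end-point luminescence was read after 10 min at room temperature.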
Active calls of the source: *; ? = inconclusive; & = joins results of further samples. Unless noted, calls follow the shape of the dose curve; as a rule, active = well fitted curve in the direction sought with a large enough effect; inconclusive = small, poorly fitted or top-dose-only effect, or another doubt; inactive = no such curve, though single readings can be large; an effect the other way counts as inactive or inconclusive. The list is partial; count on the stated rates, not on these rows.

Below each SMILES: Pol eta inh	LDHA block	Glioma ERSR ind
CC1=C(C(=O)N2CCOCC2)CC(CC(=O)NCc2cccc3ccccc23)C(=O)N1CCC1=CCCCC1 (configuration not stated)
→ -5%	-4	-7%
COc1ccccc1C(=O)NNC(=O)CN(C)S(=O)(=O)c1ccc(Cl)cc1
→ -19%	-5	-2%
COc1ccc(CNCCCn2cnc3c(SC)ncnc32)cc1
→ -3%	-11	-3%
O=C(COC(=O)c1ccc2c(c1)OCCO2)NCc1ccc(Cl)cc1
→ -17%	-6	-2%
COC(=O)c1ccccc1NN=Nc1ccccc1[N+](=O)[O-]
→ -13%	-2	1%
C#CCN(Cc1ccco1)C(=O)c1cc(COc2cccc3cccnc23)on1
→ -20%	0	2%
CCN(CC)C(=O)C1=C(C)N(CCCN2CCCC2=O)C(=O)C(CC(=O)NCCc2ccccn2)C1 (configuration not stated)
→ -5%	0	-2%
C[C@@H]1CN([C@H](C)CO)C(=O)c2cc(C3=CCCCC3)cnc2O[C@@H]1CN(C)Cc1ccccc1C(=O)O
→ -9%	-17	-2%
Clc1ccc2c(c1)-c1ccccc1C1=NCCN12
→ -13%	-2	-6%
Cc1ccc(-c2nc3ccc(Br)cn3c2CC(C)(C)C)cc1
→ -14%	3	0%
Cc1ccc2nc(N)nnc2c1
→ -18%	-5	1%
C[C@H]1CN([C@@H](C)CO)C(=O)c2cc(-c3cccc(F)c3)cnc2O[C@@H]1CN(C)S(C)(=O)=O
→ 0%	-2	-3%
CCCCN(C(=O)COC(=O)c1sccc1C)c1c(N)n(CCC)c(=O)[nH]c1=O
→ -17%	-2	-4%
C[C@H](CO)N1C[C@H](C)[C@@H](CN(C)S(=O)(=O)c2ccc(Oc3ccccc3)nc2)OCc2cn(nn2)CCCC1=O
→ -20%	-5	0%
COCc1ccc(CN2CCC(n3nccc3NC(=O)c3ccc4c(c3)OCO4)CC2)o1
→ 1%	1	-3%
O=C(COC(=O)c1ccc(F)cc1F)Nc1ccc2c(c1)OCO2
→ 5%	-6	4%
CCc1ccc(/C=C2\SC(=S)N(CCCC(=O)N3CCCC3)C2=O)cc1
→ ?	-19	-10%
Cc1nn(-c2ccccc2)c(C)c1C(=O)OCC(=O)Nc1ccccc1Cl
→ -8%	-1	2%
Cc1ccc(S(=O)(=O)N2C[C@H]3C(=O)C[C@@H](c4ccc(Cl)cc4)N(S(=O)(=O)c4ccccc4C)[C@H]3C[C@H]2c2cccc(Cl)c2)cc1
→ -20%	-9	-2%
C[C@H](CO)N1C[C@H](C)[C@@H](CN(C)Cc2ccc3c(c2)OCCN3C)OCc2cnnn2CCCC1=O
→ -4%	2	-3%
CC1C(=O)N(Cc2cn(CCC3OCCCO3)nn2)CCS(=O)(=O)N1Cc1ccc(-c2cccc(CO)c2)cc1 (configuration not stated)
→ -6%	-7	-6%
Cc1ccc([C@H]2C[C@H](O)[C@@H](n3cc(C4CC4)nn3)CN2CC2CCCCC2)cc1
→ -17%	-3	0%
O=C1[C@H]2[C@@H](c3ccc(C(F)(F)F)cc3)N[C@]3(CCCN(Cc4ccc(Br)cc4)C3=O)[C@H]2C(=O)N1Cc1ccccc1
→ -8%	6	-4%
O=C(CSc1nnc2ccc(-c3ccccn3)nn12)Nc1ccc(F)cc1
→ -1%	-9	-2%
CCc1ccc(-c2ccc(SCC(=O)NC3CCCC3)nn2)cc1
→ -15%	-5	0%
COc1cccc(CN(C)C(=O)c2ccc(S(=O)(=O)Nc3ccccc3C)cc2)c1OC
→ -20%	-1	-3%
CCCCN1C(=O)C(CC(=O)NCCCCc2ccccc2)CC(C(=O)N(C)C)=C1C (configuration not stated)
→ 1%	-2	-5%
COCCNC(=O)c1ccc(N2CC3CC(C2)c2cccc(=O)n2C3)c(NC(=O)c2ccccc2Br)c1 (configuration not stated)
→ -1%	-3	-3%
COC(=O)c1ccccc1NC(=O)CSc1nc2ccsc2c(=O)n1CCCCC(=O)O
→ 4%	-10	2%
CC(C)C1C(=O)N(Cc2cn(CCC3OCCO3)nn2)CCS(=O)(=O)N1Cc1ccc(-c2cccc(N(C)C)c2)cc1 (configuration not stated)
→ -21%	-3	-2%

Among those listed so far, 3 have two or more sulfur atoms.
Below each SMILES: Pol eta inh	LDHA block	Glioma ERSR ind
CCc1ccc(/C=C2\SC(=S)N(CCCC(=O)N3CCCC3)C2=O)cc1
→ ?	-19	-10%
Cc1ccc(S(=O)(=O)N2C[C@H]3C(=O)C[C@@H](c4ccc(Cl)cc4)N(S(=O)(=O)c4ccccc4C)[C@H]3C[C@H]2c2cccc(Cl)c2)cc1
→ -20%	-9	-2%
COC(=O)c1ccccc1NC(=O)CSc1nc2ccsc2c(=O)n1CCCCC(=O)O
→ 4%	-10	2%

Additional entries follow.
Below each SMILES: Pol eta inh	LDHA block	Glioma ERSR ind
CC1(C)CN(C2CCCCC2)C(=O)[C@H]1CC(=O)Nc1ccccc1
→ 1%	1	-3%
COc1ccccc1NC(=O)N(C)C[C@H]1OCc2cn(nn2)CCCC(=O)N([C@@H](C)CO)C[C@@H]1C
→ -3%	-5	-8%
O=C(CSc1nnc(COc2ccc(Cl)cc2)o1)N(c1ccccc1)C1CCS(=O)(=O)C1 (configuration not stated)
→ -21%	-3	-1%
O=C1NN=C2CCCCCCCCCCC12 (configuration not stated)
→ -8%	-8	-4%
COc1ncnc2c1ncn2CCCNCC(c1ccccc1)c1ccccc1
→ -4%	-4	-5%
COc1ccc(C(=O)N(C)C(C)c2nccs2)cc1OC1CCN(C(C)=O)CC1 (configuration not stated)
→ -3%	-10	-2%
COc1ccccc1Nc1cc(C)nc2c(C)cccc12
→ -3%	3	-3%
COc1ccc2c(c1)CCC1(C)CC(=O)C=C21 (configuration not stated)
→ -3%	0	-3%
CC(=O)C1=C(O)C(=CC=Cc2ccccc2)OC1=O
→ ?	8	-3%
CC1(c2cccc(Br)c2)NC(=O)N(CC(=O)Nc2ccc(N3CCCCC3)cc2)C1=O (configuration not stated)
→ -8%	-3	-2%
Cc1cccc(NC(=O)CSCC(=O)Nc2cc(C(F)(F)F)ccc2N2CCOCC2)c1
→ -24%	-12	0%
c1ccc(NN=C(c2ccccc2)c2cccs2)cc1
→ -4%	-1	0%
Cc1ccccc1CC(=O)N1CCC(CCC(=O)NC2CC2)CC1
→ -19%	-1	0%
Cc1cc(C(=O)COC(=O)c2ccc(NC(=O)CC#N)cc2)c(C)n1CC(F)(F)F
→ -16%	4	1%
COc1ccc(S(=O)(=O)N(C)C[C@H]2Oc3ncc(C#CC4(O)CCCC4)cc3C(=O)N([C@@H](C)CO)C[C@@H]2C)cc1
→ -6%	-8	1%
COC1=C(Br)C(=O)c2nc(C)ccc2C1=O
→ 14µM*	19	-11%
CC(NC(=O)C(=O)c1cn(CC(=O)N2CCCC2)c2ccccc12)c1ccccc1 (configuration not stated)
→ -4%	1	-3%
O=C1[C@H]2[C@@H](c3ccccc3)N[C@]3(CCCN(Cc4ccc(Br)cc4)C3=O)[C@H]2C(=O)N1Cc1ccccc1
→ -3%	-8	1%
C[C@@H]1CN([C@H](C)CO)C(=O)c2c(c3ccccc3n2C)-c2ccccc2CO[C@@H]1CN(C)C(=O)Nc1ccc2c(c1)OCO2
→ -12%	10	1%
COC(=O)C1(C)CCCC2(C)C1CCC13OCC(CC21)C(O)(C(C)C)C3O (configuration not stated)
→ -4%	2	-4%
CCCCCCN1C[C@H](n2cc(COC(=O)c3ccccc3)nn2)[C@@H](O)C[C@@H]1c1ccc(Cl)cc1
→ ?	1	3%
C[C@@H]1CN([C@@H](C)CO)S(=O)(=O)c2ccc(C#Cc3cccc(F)c3)cc2O[C@@H]1CN(C)CC1CC1
→ -13%	5	-4%
CCCCCCN1C[C@@H](n2cc(COC(=O)c3ccccc3)nn2)[C@H](O)C[C@@H]1c1ccc(OC)cc1
→ -17%	-3	7%
C=CCn1c(SCC(=O)N2CCC(C)CC2)nc2c([nH]c3ccccc32)c1=O
→ 5%	0	-3%
O=C1CSC(=S)N1N=Cc1c[nH]c2ccc(Br)cc12
→ -9%	6	-4%
CC(=O)c1ccc(Cc2ccc(C(C)=O)s2)s1
→ -6%	-2	3%
COc1cc(C(=O)N(C(C)C)C2CCCCC2)cc(OC)c1OC
→ -14%	-12	-7%
Cc1ccc(-c2ccc(C3=CC(=O)CC(C)(C)C3=O)cc2)cc1
→ -15%	-6	4%
COc1cc(C)c2sc3ccccc3c(=O)c2c1NCCN(C)C
→ ?	1	-12%
CCc1nnc(NC(=O)c2cccc(S(=O)(=O)N3CCN(C)CC3)c2)s1
→ ?	-4	-2%

(list continues)
SMILES,Pol eta inh,LDHA block,Glioma ERSR ind
C#CCN(C[C@@H]1[C@@H](OC(=O)NC2CC2)[C@@H](OC(=O)NC2CC2)Cn2c(=O)ccc(=O)n21)S(=O)(=O)c1ccc(C)cc1,-18%,-2,-6%
Clc1ccc2nc(-c3ccccc3)c(Cc3ccccc3)n2c1,-23%,0,4%
CSC[C@H]1CN(c2ccccc2)C(=O)[C@@H]1CC(=O)Nc1ccccc1,-14%,-7,2%
COc1ccc(S(=O)(=O)N2CCN(CC(=O)NC(C)c3cccs3)CC2)cc1 (configuration not stated),-11%,6&3,-8%
C[C@H]1CN([C@@H](C)CO)S(=O)(=O)c2ccc(Br)cc2O[C@@H]1CN(C)C(=O)Nc1ccc2c(c1)OCO2,-15%,-7,-3%
CCCCN1C(=O)C(CC(=O)NC2CC2)CC(C(=O)N(CC)CC)=C1C (configuration not stated),0%,-9,-2%
Cc1nn(C)c(C)c1/C=C(\C#N)S(=O)(=O)c1ccc(F)cc1,0%,1,-2%
CN1OC[C@@H]2CN(S(=O)(=O)c3cccc(C(F)(F)F)c3)[C@H](c3ccc(-c4cc5ccccc5o4)cc3)C[C@@H]21,-5%,-14,-11%
Cc1cc(C)cc(OCC(=O)NNC(=O)CC(C)c2ccccc2)c1 (configuration not stated),-17%,1,3%
O[C@H]1CN(Cc2cccs2)[C@@H](c2ccccc2)C[C@@H]1n1cc(-c2ccc(F)cc2)nn1,-24%,-4,-3%
Cc1cccc(C(C)C)c1NC(=O)COC(=O)CCC(=O)N(CC(C)C)c1c(N)n(CC(C)C)c(=O)[nH]c1=O,-8%,3,-1%
C[C@@H]1CN([C@@H](C)CO)C(=O)CCCn2nncc2CO[C@@H]1CN(C)S(=O)(=O)c1ccc(C#N)cc1,-20%,0,-2%

Four entries from above, arranged by their value in LDHA block, high to low:
SMILES	LDHA block
Cc1nn(C)c(C)c1/C=C(\C#N)S(=O)(=O)c1ccc(F)cc1	1
Clc1ccc2nc(-c3ccccc3)c(Cc3ccccc3)n2c1	0
C#CCN(C[C@@H]1[C@@H](OC(=O)NC2CC2)[C@@H](OC(=O)NC2CC2)Cn2c(=O)ccc(=O)n21)S(=O)(=O)c1ccc(C)cc1	-2
O[C@H]1CN(Cc2cccs2)[C@@H](c2ccccc2)C[C@@H]1n1cc(-c2ccc(F)cc2)nn1	-4

Next records.
SMILES,Pol eta inh,LDHA block,Glioma ERSR ind
CCN(CC(=O)Nc1cccc(OC)c1)C(=O)C1CC(=O)N(Cc2ccccc2Cl)C1 (configuration not stated),-1%,-2,0%
COc1cc(/C=C/C(=O)O)cc(S(=O)(=O)Nc2cc(S(=O)(=O)N3CCCCC3)ccc2Cl)c1OC,-17%,-8,-2%
Cc1ccc(S(=O)(=O)NCc2ccccc2)cc1C(=O)N1CCN(S(=O)(=O)c2ccccc2F)CC1,-16%,-4,-4%
Cc1ccccc1NC(=O)CSc1nccn1Cc1ccco1,0%,-5,4%
O=C(CCc1ccc(O)cc1)NN=Cc1ccc2c(c1)OCO2,-5%,2,3%
CCOc1cc(N2CCOCC2)c(OCC)cc1NC(=O)c1ccccc1N1CCCC1=O,4%,10,-4%
CC1=C(C(=O)N(C)C)CC(CC(=O)NCC2CCCCC2)C(=O)N1CCC1=CCCCC1 (configuration not stated),-22%,-4,-1%
CCCCCCNC(=O)O[C@H]1Cn2c(=O)n(CCCCCC)c(=O)n2[C@@H]2CN(S(=O)(=O)c3ccc(C)cc3)C[C@]12O,?,-5,21%
O=C(O)c1cccc2c1C(=O)c1cc([N+](=O)[O-])cc([N+](=O)[O-])c1-2,8%,17,-4%
COc1ccc(-c2n[nH]nc2C2=CC(=O)CC(C)(C)C2)cc1,1%,-2,-2%

A second format for some results above:
CCN(CC(=O)Nc1cccc(OC)c1)C(=O)C1CC(=O)N(Cc2ccccc2Cl)C1 (configuration not stated)
  Pol eta inh: -1%
  LDHA block: -2
  Glioma ERSR ind: 0%

COc1cc(/C=C/C(=O)O)cc(S(=O)(=O)Nc2cc(S(=O)(=O)N3CCCCC3)ccc2Cl)c1OC
  Pol eta inh: -17%
  LDHA block: -8
  Glioma ERSR ind: -2%

Cc1ccc(S(=O)(=O)NCc2ccccc2)cc1C(=O)N1CCN(S(=O)(=O)c2ccccc2F)CC1
  Pol eta inh: -16%
  LDHA block: -4
  Glioma ERSR ind: -4%
